Bioassay records as filed in PubChem BioAssay.
G6PDH CS: counter-screen for G6PDH assay hits: L. mesenteroides G6PDH inhibition; Purified L. mesenteroides G6PDH, diaphorase/resazurin coupled fluorescence, 45 min; inhibition, % at 5 µM; actives 0.12% (n = 200,000); AID 1020; in the data active means inhibition above about 50%
PMI act satM6P: increases human PMI activity with near-saturating mannose 6-phosphate; actives 0.34% (n = 190,000); activation factor at 20 µM; P34949; AID 1216; coupled PMI enzyme assay, resazurin fluorescence, 20 min; hits give high values; 1 = untreated enzyme, 0 = substrate-free blank;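 active means activation factor of 2 or more at 20 µM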
Target sequence (P34949 whole entry, looked up): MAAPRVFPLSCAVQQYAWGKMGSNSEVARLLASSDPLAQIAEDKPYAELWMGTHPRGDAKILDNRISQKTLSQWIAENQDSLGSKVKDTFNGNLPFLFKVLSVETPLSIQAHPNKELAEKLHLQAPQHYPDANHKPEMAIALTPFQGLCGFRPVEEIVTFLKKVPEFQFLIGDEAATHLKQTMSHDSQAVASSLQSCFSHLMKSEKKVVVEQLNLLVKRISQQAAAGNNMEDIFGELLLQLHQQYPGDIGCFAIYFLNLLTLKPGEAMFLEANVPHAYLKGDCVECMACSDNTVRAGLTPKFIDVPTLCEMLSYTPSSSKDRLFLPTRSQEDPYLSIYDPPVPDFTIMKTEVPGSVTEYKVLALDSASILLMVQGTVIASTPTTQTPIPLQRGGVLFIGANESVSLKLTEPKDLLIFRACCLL
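Material: human phosphomannose isomerase with PGI, G6PDH, diaphorase coupling enzymes / Reagent: Man-6-P substrate 1.0 mM / Dosing: single compound dose of 20 µM, 1% DMSO final / Incubation: enzyme reaction with compound 20 min at room temperature / Signal: resorufin fluorescence (Ex 544/Em 590 nm) from resazurin via diaphorase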
S1P3 antag: S1P3 (human) receptor antagonism | actives 0.27% (n = 170,000) | CHO S1P3 NFAT-BLA reporter, FRET fluorescence, antagonist mode | inhibition, % at 4.98 µM;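 active means inhibition above the plate cutoff, the mean inhibition of test wells on that plate plus 3 SD, cut at about 28% in these data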;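 further: cells challenged with S1P at its EC80 of 0.8 µM; blue over green emission ratio from cleaved BLA substrate after 4 h stimulation; 0% = S1P-stimulated wells and 100% = unstimulated DMSO-only wells; some compounds past the cut are filed as inactive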
Target sequence (Q99500 whole entry, looked up): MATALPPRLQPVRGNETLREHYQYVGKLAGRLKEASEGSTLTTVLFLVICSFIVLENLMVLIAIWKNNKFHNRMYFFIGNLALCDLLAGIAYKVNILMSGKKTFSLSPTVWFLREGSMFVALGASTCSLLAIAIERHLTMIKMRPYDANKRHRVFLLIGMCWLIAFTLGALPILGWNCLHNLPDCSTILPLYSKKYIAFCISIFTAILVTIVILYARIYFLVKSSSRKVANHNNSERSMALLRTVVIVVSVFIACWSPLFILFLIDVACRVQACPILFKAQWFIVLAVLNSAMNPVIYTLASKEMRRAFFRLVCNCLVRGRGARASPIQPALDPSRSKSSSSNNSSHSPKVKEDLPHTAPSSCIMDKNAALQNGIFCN
TR-FRET SRC-2 ct: TR-FRET artefact, counter-screen to PPARgamma/SRC-2 agonist assay; hits give high values; TR-FRET ratio at 8 µM; actives 0.4% (n = 200,000); in the data active means TR-FRET ratio above about 2000; further: inactives centre near 1500
PPARg SRC-2 ag: PPARgamma-driven SRC-2 recruitment agonism; P37231; PPARgamma LBD-SRC-2 recruitment, biochemical; activation, % at 8 µM; actives 0.34% (n = 200,000); AID 1032; in the data active means activation above about 22%;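 further: 0% = vehicle and 100% = reference agonist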
PPARg SRC-1 ag: agonists of human PPARgamma SRC-1 coactivator recruitment; PPARgamma-SRC-1 coactivator recruitment biochemical assay; activation, % at 8 µM; P37231; actives 0.41% (n = 200,000); in the data active means activation above about 19%;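 further: 0% = DMSO and 100% = reference agonist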
PPARg SRC3 recr: promotes SRC-3 coactivator recruitment by human PPARgamma; actives 0.26% (n = 200,000); biochemical PPARgamma/SRC-3 coactivator recruitment assay; activation, % at 8 µM; AID 731; P37231; in the data active means activation above about 23%;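 further: 0% = DMSO and 100% = reference agonist; some compounds past the cut are filed as inactive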
PMI act: increases human mannose-6-phosphate isomerase activity. P34949. purified human PMI, coupled resazurin fluorescence, 20 min; hits give high values; 1 = vehicle control, 0 substrate-free wells. activation factor at 20 µM. actives 0.005% (n = 190,000). AID 1214;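 active means activation factor of 2 or more at 20 µM, relative to plate controls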
Diaphorase inh: counter-screen for diaphorase-based assays: diaphorase inhibitors and chemical oxidizers. AID 1217. inhibition, % at 20 µM. diaphorase resazurin-to-resorufin fluorescence, NADH, 16 min; bacterial (C. kluyveri) enzyme, not human. actives 0.69% (n = 190,000);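 active means primary screen inhibition at 20 µM above a set limit, cut at about 50% in these data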;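 further: plate controls were DMSO with full reaction for no effect and wells lacking NADH for full effect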
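controls = No-NADH positive control and DMSO neutral control | system = Clostridium kluyveri diaphorase enzyme | timing = reaction incubation of 16 min at room temperature | signal = resorufin fluorescence 544/590 nm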
ROMK mod: human ROMK K+ channel modulation, primary screen; Tet-inducible ROMK, thallium flux fluorescence; actives lie on both sides; B-score at 10 µM; actives 2% (n = 130,000); AID 1918;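 active means signal ratio slope over the read window, or its plate-corrected B-score, at least 3 SD from the plate mean, either direction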;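 further: B-score of the F/F0 ratio slope over 7 to 12 s after thallium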
Diaph act CS: activates diaphorase or chemically reduces, flagging diaphorase assay artifacts; Diaphorase/resazurin coupled assay, resorufin fluorescence, 16 min; hits give high values; 1 = vehicle wells, 0 = NADH-free wells; activation factor at 20 µM; actives 0.005% (n = 190,000); AID 1229;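 active means diaphorase activity raised at least twofold by the compound at 20 µM; inactive means activation factor below 2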
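Material: Clostridium kluyveri diaphorase, purified enzyme; Quantity: enzyme 0.07 U/mL final; Medium: HEPES pH 7.4 buffer with MgCl2 and Tween 20; Dosing: single compound dose of 20 µM, 1% DMSO final; Schedule: 16 min reaction at room temperature; Measured by: red resorufin fluorescence at 544/590 nm excitation/emission.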
Active calls of the source: *; / = not tested or not shown; & = joins results of further samples.

[1] Oc1ccc(C2=Nn3c(nnc3-c3ccco3)SC2)cc1O
[2] Cc1ccc(C)c(NC2=C(Cl)C(=O)OC2OC(C)C)c1 (centres undefined)
[3] O=C(NN=C1CCCCCCC1)c1ccccn1
[4] Cc1nc2nc(C)c(CCC(=O)NCCCN3CCN(c4cccc(Cl)c4)CC3)c(C)n2n1
[5] COc1ccc2c(c1OC)C(=O)OC2c1c(O)nc(SC)n(-c2ccccc2)c1=O (centres undefined)
[6] O=C(CNCc1ccc(F)cc1)Nc1ccccc1[N+](=O)[O-]
[7] COc1ccc(-n2c(SCC(=O)Nc3cc(C)on3)nc3c(c2=O)SCC3)cc1
[8] COc1ccc(-c2ccnc3c(C(=O)O)cnn23)cc1
compound no.,1,2,3,4,5,6,7,8
G6PDH CS,19,-8,-3,9&5,2,1,2,4
PMI act satM6P,0.4,1,1,1.1&1,1,1,1,1.1
S1P3 antag,/,1,/,-2,/,-12,3,-8
TR-FRET SRC-2 ct,1478,1637,1419,1619&1600,1369,1704,1446,1578
PPARg SRC-2 ag,-3,-5,1,2&-3,-2,1,4,4
PPARg SRC-1 ag,1,6,2,1&0,2,11,-1,-3
PPARg SRC3 recr,-2,0,-4,-8&2,6,7,-5,1
PMI act,0.4,1,1,1.1&1.1,1,0.9,1,1.1
Diaphorase inh,70*,2,10,-9&7,15,1,19,3
ROMK mod,/,1.5,/,0.076,0.21,-1.7,/,/
Diaph act CS,0.3,1,0.9,1.1&0.9,0.9,1,0.8,1

[9] O=C(NC1C=CS(=O)(=O)C1)c1ccccc1 (centres undefined)
[10] Cc1ccc(C)c(N2CCN(C(=O)CN3C(=S)NC(C)(C)CC3C)CC2)c1 (centres undefined)
[11] COc1ccc2cc(C(=O)C3CCCN(C(=O)/C=C/c4ccccn4)C3)ccc2c1 (centres undefined)
[12] O=C(Nc1ccccc1C(=O)OCc1nnc(-c2ccccc2)o1)c1ccco1
[13] CCc1nnc(NS(=O)(=O)c2ccc(N=Cc3c(C)[nH]n(-c4ccc(C)cc4)c3=O)cc2)s1
[14] CCOCCCNc1ccc(-c2ccccc2)nn1
[15] CCOC(=O)c1ccc(-n2c(C)nc3c(cnn3-c3ccccc3Cl)c2=O)cc1
[16] Cc1ccccc1NC(=O)C1CCC(C)(C(=O)O)C1(C)C (centres undefined)
compound no.,9,10,11,12,13,14,15,16
G6PDH CS,7,1,13,12,12,1,7,-4
PMI act satM6P,0.9,0.8,0.9,0.9,1,1,1,1
S1P3 antag,-11,-3,11,34,/,8,/,-7
TR-FRET SRC-2 ct,1539,1420,1727,1405,1632,1460,1431,1501
PPARg SRC-2 ag,3,-3,1,-1,13,1,0,4
PPARg SRC-1 ag,-1,0,-2,-1,-6,-1,3,7
PPARg SRC3 recr,5,3,-3,1,-1,0,8,-11
PMI act,0.9,1,0.9,0.9,1,0.9,1,1
Diaphorase inh,15,12,34,26,18,6,13,9
ROMK mod,-0.55,0.63,-0.77,/,1.1,1.1,1.3,0.2
Diaph act CS,0.8,0.9,0.7,0.7,0.8,0.9,0.9,0.9

[17] CC(=O)Nc1nonc1NC(=O)CSC1=NCCS1
[18] Cc1oc(-c2ccccc2Cl)nc1CN1CCCCC1c1cccnc1 (centres undefined)
[19] CN1CCN(c2nc3c(c(=O)[nH]c(=O)n3C)n2CCOc2ccccc2)CC1
[20] Cc1c(NC(=O)CN2CCN(c3ccc(O)cc3)CC2)c(=O)n(-c2ccccc2)n1C
[21] c1c2c(cc3sc(N4CCCCC4)nc13)OCO2
[22] COc1ccccc1NC(=O)COc1ccc(C(=O)OCC(=O)N2CCCC2=O)cc1OC
[23] O=C(N/C(=C/c1cccs1)C(=O)N1CCOCC1)c1ccco1
[24] Cc1csc(SCC(=O)Nc2sccc2C#N)n1
compound no.,17,18,19,20,21,22,23,24
G6PDH CS,10,3,-9,7,4,3,7,4
PMI act satM6P,1,0.9,1,0.5,1,1,0.9,1
S1P3 antag,-25,5,3,3,-16,-8,-5,-9
TR-FRET SRC-2 ct,1384,1482,1418,1507,1456,1692,1488,1554
PPARg SRC-2 ag,9,-4,0,12,4,4,-10,-7
PPARg SRC-1 ag,4,3,-13,12,1,3,-5,1
PPARg SRC3 recr,-1,-3,-5,-1,-2,1,-2,-2
PMI act,1,0.9,1.1,0.8,1,1,0.9,1.1
Diaphorase inh,3,0,1,22,2,-4,11,-2
ROMK mod,/,-0.97,/,0.32,-0.29,/,-0.42,-0.36
Diaph act CS,1,1,1,0.8,1,1,0.9,1

[25] O=C1c2ccccc2C(Nc2ccc(F)c(Cl)c2)N1c1ccccn1 (centres undefined)
[26] CCOc1ccc(NS(=O)(=O)c2ccc(C)c(C(=O)NCCCn3ccnc3)c2)cc1
[27] CCn1nc(C)c(CN2CCc3c([nH]c4ccccc34)C2c2ccc(F)c(OC)c2)c1C (centres undefined)
[28] CC(C(=O)NCC1CCCO1)N(C(=O)c1snc(C(N)=O)c1N)c1cccc(F)c1 (centres undefined)
[29] O=C(COc1ccc(Cl)cc1)Nc1cc(S(=O)(=O)N2CCCCC2)ccc1N1CCCCC1
[30] CC1Cc2nc(SCC(=O)NCc3ccco3)n(-c3ccccc3)c(=O)c2S1 (centres undefined)
[31] CCc1ccc(C(=O)/C=C/NCc2ccc(F)cc2)cc1
[32] c1ccc2[nH]c(SCC3CCCCO3)nc2c1 (centres undefined)
compound no.,25,26,27,28,29,30,31,32
G6PDH CS,10,6,10,5,9,-5,-10,1
PMI act satM6P,0.9,1,0.8,1,1,0.8,0.9,1
S1P3 antag,-22,-1,5,-22,-8,-15,2,-28
TR-FRET SRC-2 ct,1470,1874,1509,1631,1649,1711,1479,1469
PPARg SRC-2 ag,-8,-5,2,6,0,5,5,2
PPARg SRC-1 ag,10,8,4,0,-2,7,6,-1
PPARg SRC3 recr,-2,2,-1,2,-1,9,-7,1
PMI act,1,1.1,0.8,1,1.1,0.8,0.9,1.1
Diaphorase inh,18,-13,18,2,0,30,14,5
ROMK mod,/,0.94,-0.18,/,0.014,/,/,0.83
Diaph act CS,0.8,1.1,0.8,1,1,0.7,0.9,0.9

[33] COc1ccc(/C=N/n2cc(-c3ccccc3)nc2N)cc1
[34] Cc1cc2sc(C(=O)O)c(C)c2s1
[35] C(#CCN1CCOCC1)COC(c1ccccc1)c1ccccc1
[36] CC(NC(=O)N(Cc1ccccc1)Cc1ccc2c(c1)OCO2)(C(F)(F)F)C(F)(F)F
[37] Cc1cc(Cl)ccc1OCCCC(=O)NC1CCN(C)CC1
[38] CCC(CC)NC(=O)c1n[nH]c(=O)c2ccccc12
[39] O=C(NCc1ccco1)C1CCCN1C(=O)Nc1cccc(Cl)c1 (centres undefined)
[40] O=S1(=O)NC(=NCc2ccccc2)c2ccccc21
compound no.,33,34,35,36,37,38,39,40
G6PDH CS,-26,1,9,11,14,9,21,6
PMI act satM6P,1,1.1,1.2,0.9,1,1.1,0.9,0.9
S1P3 antag,32,/,/,/,8,-16,3,-3
TR-FRET SRC-2 ct,1691,1649,1372,1576,1347,1610,1711,1498
PPARg SRC-2 ag,9,18,1,-10,-3,0,1,7
PPARg SRC-1 ag,-3,4,6,-1,-1,1,12,-8
PPARg SRC3 recr,8,19,-2,-4,-3,-1,-2,11
PMI act,0.9,1.2,1.2,0.9,1,1.1,0.9,0.9
Diaphorase inh,-2,5,-2,2,1,-5,10,12
ROMK mod,1.2,0.62,/,/,/,/,1.2,-0.78
Diaph act CS,1,0.9,1,1,1,1,0.9,0.9

[41] O=C(O)Cc1coc2ccc3ccccc3c12
[42] CC(C)C1Nc2c(C(=O)O)cccc2C(Nc2ccccc2C(=O)O)C1(C)C (centres undefined)
[43] C=CCn1c(CSc2nc3ccccc3s2)nnc1SCC(=O)NCc1ccccc1
[44] CCCC(C)NC(=O)C1CCN(S(=O)(=O)c2ccccc2)CC1 (centres undefined)
compound no.,41,42,43,44
G6PDH CS,6,-2,5,1
PMI act satM6P,1,0.8,1,1
S1P3 antag,-1,-25,/,/
TR-FRET SRC-2 ct,1632,1412,1447,1433
PPARg SRC-2 ag,5,4,-1,6
PPARg SRC-1 ag,8,-1,5,4
PPARg SRC3 recr,0,-4,-1,4
PMI act,0.7,1,1.1,1
Diaphorase inh,15,7,12,15
ROMK mod,0.11,-0.68,/,0.59
Diaph act CS,0.9,0.9,0.9,0.8

Entries shown so far containing a furan ring, fused or not:
[1] Oc1ccc(C2=Nn3c(nnc3-c3ccco3)SC2)cc1O
[12] O=C(Nc1ccccc1C(=O)OCc1nnc(-c2ccccc2)o1)c1ccco1
[23] O=C(N/C(=C/c1cccs1)C(=O)N1CCOCC1)c1ccco1
[30] CC1Cc2nc(SCC(=O)NCc3ccco3)n(-c3ccccc3)c(=O)c2S1 (centres undefined)
[39] O=C(NCc1ccco1)C1CCCN1C(=O)Nc1cccc(Cl)c1 (centres undefined)
[41] O=C(O)Cc1coc2ccc3ccccc3c12
compound no.,1,12,23,30,39,41
G6PDH CS,19,12,7,-5,21,6
PMI act satM6P,0.4,0.9,0.9,0.8,0.9,1
S1P3 antag,/,34,-5,-15,3,-1
TR-FRET SRC-2 ct,1478,1405,1488,1711,1711,1632
PPARg SRC-2 ag,-3,-1,-10,5,1,5
PPARg SRC-1 ag,1,-1,-5,7,12,8
PPARg SRC3 recr,-2,1,-2,9,-2,0
PMI act,0.4,0.9,0.9,0.8,0.9,0.7
Diaphorase inh,70*,26,11,30,10,15
ROMK mod,/,/,-0.42,/,1.2,0.11
Diaph act CS,0.3,0.7,0.9,0.7,0.9,0.9
